Bioassay records deposited in PubChem by several laboratories.
GalR3 antag = antagonists of human GalR3. O60755. HEK293 GalR3-CNG cAMP membrane potential fluorescence; galR3 body fused to GalR1 C-terminus. inhibition, % at 3 µM. hit rate 0.44% among 360,000;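 active = inhibition above the screen-wide average plus 3 SD, cut at about 13% in these data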;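 also: forskolin and galanin both at EC90 stimulate the cells; cAMP rise reported by CNG channel membrane potential dye signal; 0% = forskolin plus galanin with DMSO and 100% = forskolin alone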
DNA FID counter = fluorescent intercalator displacement, NS3 helicase counter-screen; inhibition, % at 7.9 µM; hit rate 0.17% among 290,000; AID 1845; DNA fluorescent intercalator displacement, fluorescence; in the data active = inhibition above about 37%;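 also: 0% = vehicle and 100% = reference compound; higher means more ethidium bromide displaced from hairpin DNA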
IMP-1 inhibitor = blocks Pseudomonas aeruginosa IMP-1 metallo-beta-lactamase; inhibition, % at 5.6 µM; purified IMP-1, nitrocefin hydrolysis, epi-absorbance fluorescence; hit rate 0.45% among 290,000; AID 1556;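 active = inhibition above the mean plus 3 SD of all compounds in the same screening run, cut at about 4.5% in these data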;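 also: 0% = IMP-1 with DMSO and 100% = DMSO wells lacking enzyme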
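System: Purified IMP-1 | Read-out basis: Percent enzyme inhibition | Controls: IMP-1 with DMSO as 0%, enzyme-free DMSO as 100% | Replicates: One well per compound | Doses: 5.6 µM nominal single concentration | Detection: Epi-absorbance fluorescence, 480 nm excitation, 530 nm emission | Incubation: 25 °C, 15 min preincubation, 25 min reaction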
PHOSPHO1 block = inhibitors of human PHOSPHO1 phosphatase | Q8TCT1 | recombinant PHOSPHO1, absorbance phosphatase assay | inhibition, % at 13.3 µM | hit rate 1.1% among 290,000 | AID 1565; in the data active = inhibition above about 60%
Target sequence (Q8TCT1 whole entry, looked up): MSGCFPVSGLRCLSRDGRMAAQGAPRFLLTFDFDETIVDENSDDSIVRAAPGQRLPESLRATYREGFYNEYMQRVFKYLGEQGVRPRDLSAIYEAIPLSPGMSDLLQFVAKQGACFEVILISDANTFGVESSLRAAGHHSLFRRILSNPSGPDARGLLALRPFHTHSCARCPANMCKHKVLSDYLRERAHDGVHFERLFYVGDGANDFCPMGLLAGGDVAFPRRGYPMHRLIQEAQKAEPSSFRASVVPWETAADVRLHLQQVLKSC
VIM-2 inhibitor = inhibitors of Pseudomonas aeruginosa VIM-2 metallo-beta-lactamase; inhibition, % at 5.6 µM; hit rate 0.89% among 290,000; purified VIM-2, nitrocefin hydrolysis, epi-absorbance fluorescence;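 active = inhibition above the mean of all tested compounds plus 3 SD, cutoff set per screening run, cut at about 7.5% in these data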;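 also: red hydrolysis product quenches plate fluorescence so inhibitors raise well fluorescence; 0% = enzyme with DMSO and 100% = DMSO without enzyme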
GPR7 antagonist = blocks human GPR7 receptor signaling; hit rate 1.1% among 290,000; GPR7-expressing cells, fluorescence antagonist assay; inhibition, % at 4.4 µM; in the data active = inhibition above about 16%, passing the limit was not always enough;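 also: cells stimulated with the agonist NPW; 0% = agonist with vehicle and 100% = vehicle without agonist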
Target sequence (P48145 whole entry, looked up): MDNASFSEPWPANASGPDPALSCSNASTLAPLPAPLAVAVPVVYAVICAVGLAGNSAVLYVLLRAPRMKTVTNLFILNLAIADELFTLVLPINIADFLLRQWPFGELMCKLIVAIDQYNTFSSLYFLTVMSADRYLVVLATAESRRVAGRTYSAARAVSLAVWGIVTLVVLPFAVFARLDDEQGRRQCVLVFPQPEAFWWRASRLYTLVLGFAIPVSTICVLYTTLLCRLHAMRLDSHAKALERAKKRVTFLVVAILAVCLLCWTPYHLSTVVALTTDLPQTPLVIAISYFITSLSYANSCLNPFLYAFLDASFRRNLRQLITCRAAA
V1R ag counter = counter-screen for oxytocin receptor agonists: human V1a receptor agonists; AID 2797; activation, % at 3 µM; CHO-V1R cells, Fluo-8 calcium fluorescence, agonist mode; 0% DMSO, 100% 3 nM vasopressin; hit rate 0.25% among 320,000;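 active = activation above the mean activation of all tested compounds plus 3 SD, per screening run, cut at about 20% in these data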;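 also: signal is peak over basal fluorescence ratio across a 100 second FLIPR read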
HCV NS3 hel inh = blocks Hepatitis C virus NS3 helicase unwinding; AID 1800; NS3 helicase DNA unwinding, Cy5 molecular beacon fluorescence; inhibition, % at 10.9 µM; hit rate 0.56% among 290,000;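 active = inhibition above the mean of all tested compounds plus 3 SD, set per campaign, cut at about 35% in these data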;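 also: 0% = DMSO wells and 100% = thioflavine S control wells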
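assay system = NS3 helicase fragment of HCV | buffer or medium = MOPS pH 6.5, MgCl2, DTT, Tween20, BSA | timing = 60 min unwinding reaction at 25 °C after ATP addition | signal = Cy5 beacon fluorescence read at start and 1 h | read-out basis = % inhibition of unwinding | control set = low DMSO, high thioflavine S at 110 µM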
OXTR ag = agonists of human oxytocin receptor; CHO-OTR cells, Fluo-8 calcium fluorescence; normalized: DMSO 0%, oxytocin 100%; P30559; hit rate 0.32% among 320,000; AID 2435; activation, % at 3 µM;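 active = activation above the mean of all tested compounds plus 3 SD, cutoff set per screening run, cut at about 20% in these data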;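 also: peak over basal fluorescence ratio from a 100 s FLIPR kinetic read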
Target sequence (P30559 whole entry, looked up): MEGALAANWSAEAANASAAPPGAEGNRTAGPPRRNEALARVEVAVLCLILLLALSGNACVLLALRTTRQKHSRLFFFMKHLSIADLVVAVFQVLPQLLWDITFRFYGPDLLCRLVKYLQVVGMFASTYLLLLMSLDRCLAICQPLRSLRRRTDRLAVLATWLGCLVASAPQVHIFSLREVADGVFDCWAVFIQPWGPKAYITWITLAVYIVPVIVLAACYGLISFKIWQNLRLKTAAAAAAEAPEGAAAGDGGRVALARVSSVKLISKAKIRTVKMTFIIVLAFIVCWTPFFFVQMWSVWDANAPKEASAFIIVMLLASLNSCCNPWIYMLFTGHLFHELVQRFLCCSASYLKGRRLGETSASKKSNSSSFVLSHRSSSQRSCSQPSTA
The depositor's hits bear a star; / = no result given.

Start of the data: the first three records, to show the layout:
Under each structure – IMP-1 inhibitor	DNA FID counter	GPR7 antagonist	VIM-2 inhibitor	V1R ag counter	GalR3 antag	HCV NS3 hel inh	OXTR ag	PHOSPHO1 block
1: CC[C@H]1OC(=O)[C@H](C)[C@@H](O[C@H]2C[C@@](C)(OC)[C@@H](O)[C@H](C)O2)[C@H](C)[C@@H](O[C@@H]2O[C@H](C)C[C@H](N(C)C)[C@H]2O)[C@](C)(O)C[C@@H](C)[C@@H]2N[C@@H](COCCOC)O[C@H]([C@H]2C)[C@]1(C)O
→ -3.4	34	-9	-2.4	-0.1	/	-40	-0.2	-9
2: Cc1cccc(NC(=O)c2nc[nH]c2C(=O)N[C@@H](CCCCNC(=O)OC(C)(C)C)C(=O)OC(C)(C)C)c1
→ /	/	/	/	0.7	-12	/	-0.1	20
3: CCc1ccc(-c2cc(C)no2)cc1S(=O)(=O)NCc1ccco1
→ -1.6	-22	2	-1.1	-0.9	1	3	-2.3	18

All compounds of this part, from the first entry:
Under each structure – IMP-1 inhibitor	DNA FID counter	GPR7 antagonist	VIM-2 inhibitor	V1R ag counter	GalR3 antag	HCV NS3 hel inh	OXTR ag	PHOSPHO1 block
1: CC[C@H]1OC(=O)[C@H](C)[C@@H](O[C@H]2C[C@@](C)(OC)[C@@H](O)[C@H](C)O2)[C@H](C)[C@@H](O[C@@H]2O[C@H](C)C[C@H](N(C)C)[C@H]2O)[C@](C)(O)C[C@@H](C)[C@@H]2N[C@@H](COCCOC)O[C@H]([C@H]2C)[C@]1(C)O
→ -3.4	34	-9	-2.4	-0.1	/	-40	-0.2	-9
2: Cc1cccc(NC(=O)c2nc[nH]c2C(=O)N[C@@H](CCCCNC(=O)OC(C)(C)C)C(=O)OC(C)(C)C)c1
→ /	/	/	/	0.7	-12	/	-0.1	20
3: CCc1ccc(-c2cc(C)no2)cc1S(=O)(=O)NCc1ccco1
→ -1.6	-22	2	-1.1	-0.9	1	3	-2.3	18
4: Cn1c(=O)[nH]c(=O)c2c1nc(NCCCO)n2Cc1ccc(F)cc1
→ -1.8	-1	-3	0.3	1.3	2	3	1.2	-2
5: CC12CCC(C(=O)N(NC(=O)c3cccnc3)C1=O)C2(C)C (stereo unspecified)
→ -1.7	-2	-3	0.0	0.2	0	7	0.9	14
6: CCN(CC)c1ccc(/C=N/NC(=O)c2nnn(-c3nonc3N)c2-c2ccc(C)cc2)cc1
→ -0.6	-15	-13	-5.2	-0.5	-2	-5	0.0	17
7: COCCOc1cc(NC(=O)CS(=O)CC(=O)N(C)C)c(Cl)cc1Cl (stereo unspecified)
→ 0.3	-3	3	1.7	-0.1	-1	-2	-0.8	31
8: COc1ccc(C(C(=O)NC(C)(C)C)N(C(=O)CNC(=O)c2cccs2)c2ccc(C)cc2)cc1OC (stereo unspecified)
→ -2.0	-13	4	-1.3	0.2	-6	2	-0.5	12
9: c1ccc(COc2cccc(CN3CCCCC3)c2)cc1
→ -1.5	6	-13	-1.6	-0.2	-3	-7	0.3	-23
10: Cn1c(CCC(=O)OCC(=O)NCc2ccc3c(c2)OCO3)nc(=O)c2ccccc21
→ -4.1	-3	-7	-2.0	-0.1	-7	4	-0.7	13
11: CC(C(=O)Nc1cccnc1)C1Sc2ccccc2NC1=O (stereo unspecified)
→ -1.4	3	-11	-1.4	-0.1	2	3	0.3	24
12: CC(C)Cn1c(=O)c(C(=O)NCc2ccc3c(c2)OCO3)c(O)c2ccccc21
→ 0.5	-5	-8	0.1	1.1	5	3	0.2	33
13: CCOc1ccccc1N(C)S(=O)(=O)c1ccc2[nH]cc(C(=O)N(CCOC)CCOC)c(=O)c2c1
→ -2.0	-31	-5	0.3	0.7	-10	-3	0.6	27
14: c1cnn(Cc2cnc(N3CCOCC3)s2)c1
→ 1.5	2	7	2.9	0.8	-4	-6	0.1	54
15: Cc1cc(C)c(NC(=O)c2cnn(C)c2)c(C)c1
→ -0.4	2	-6	-1.8	0.0	0	7	1.6	-13
16: O=C(CCCN1CCC(C(=O)c2ccc(F)cc2)CC1)c1ccc(F)cc1
→ -1.9	5	-14	-2.2	1.0	-9	-32	0.2	/
17: CC(C)c1ccccc1NC(=S)N(C)C
→ 1.3	-2	-5	0.9	-0.9	-5	2	0.3	51
18: COc1ccccc1Nc1nc(-c2cccc(N3C(=O)c4ccccc4C3=O)c2)cs1
→ -2.1	1	-1	-1.3	-0.3	1	-16	-1.5	-12
19: Cc1cc(C(F)(F)F)nn1CC(=O)NNC(=S)Nc1ccc(F)cc1
→ -5.4	-3	0	-4.9	-0.8	-7	-9	-0.3	86*
20: CC(=O)Nc1ccc(NC(=O)c2cc(=O)c3ccccc3o2)cc1
→ -0.9	-11	-5	-0.5	0.7	-11	-6	1.3	35
21: COc1cccc(CN2CC(C(=O)N(C)C3CCOCC3)CCC2=O)c1 (stereo unspecified)
→ -6.1	-12	2	-3.0	-1.0	-7	17	0.2	51
22: O=C(NC(Nc1nc2ccc([N+](=O)[O-])cc2s1)(C(F)(F)F)C(F)(F)F)c1ccccc1
→ -0.1	-2	27*	-3.0	9.0	20*	1	20*	-19
23: Cc1ccc(CSc2nc3ccsc3c(=O)n2Cc2ccccn2)cc1
→ -1.7	-25	-12	-1.4	0.4	-10	-16	-2.8	13
24: CC(=O)c1ccc(-n2nncc2C)cc1
→ -0.6	19	-6	-3.0	-0.2	1	10	0.2	17
25: Cc1nc(NC(=O)c2cccnc2)ccc1Br
→ -2.2	4	-3	-2.2	1.4	2	3	0.3	-6
26: O=C(CCCn1c(SCC(=O)c2ccc(O)c(O)c2)nc2ccccc2c1=O)NCC1CCCO1 (stereo unspecified)
→ -1.5	-37	5	1.2	-0.4	-3	-3	0.9	21
27: Cc1nc2c(S(=O)(=O)c3ccccc3)cnn2c(C)c1C
→ -1.5	-5	-7	-2.4	1.0	-8	2	1.5	45
28: O=c1[nH]c(N/N=C\c2ccc(F)cc2)nc2ccccc12
→ -1.7	-12	0	-2.2	0.1	2	-2	-1.0	45
29: Cc1ccc2cc(CCNC(=O)c3c(-c4ccccc4Cl)noc3C)c(=O)[nH]c2c1
→ -3.9	-20	0	-3.5	1.2	0	0	-0.3	-30
30: CC(C)(C)c1ccc(C(=O)NCCc2ccccc2)cc1
→ -1.4	-25	-3	-1.4	-2.4	-11	-9	-2.0	38
31: Cc1ccc(C(=O)CN(C(=O)c2ccc(Cl)cc2)N2C(=O)c3ccccc3C2=O)cc1
→ -2.9	-15	5	-4.4	0.3	-6	2	0.1	10
32: CC(=O)Nc1ccc(OS(=O)(=O)c2cc(Cl)ccc2C)cc1
→ -2.2	-5	-13	-4.0	15	-9	6	2.5	42
33: CCS(=O)(=O)NCCc1cc2c(OC)ccc(OC)c2[nH]c1=O
→ -0.1	3	2	2.5	0.6	-3	-5	0.5	-1
34: CNC(=O)c1ccccc1S(=O)c1ccccc1COC(C)=O (stereo unspecified)
→ -3.9	0	-20	-3.9	-1.7	-5	5	0.9	32
35: CS(=O)(=O)c1ccccc1C(=O)N1CCN(Cc2ccccc2)CC1
→ -2.4	-4	1	-3.1	1.8	-4	5	-1.2	73*
36: COc1ccc2c(c1)c1ncn(CCCN3CCOCC3)c(=O)c1n2C
→ -1.9	7	-2	1.5	0.6	-4	-8	-0.8	-14
37: COc1cc(OC)cc(C(=O)OCn2nnc3ccccc3c2=O)c1
→ -3.7	6	2	-2.5	0.2	/	9	0.9	-6
38: COc1ccc(S(=O)(=O)NCC2CCCN(C(=O)CCC(F)(F)F)C2)cc1 (stereo unspecified)
→ -1.9	-9	-11	-2.8	-0.4	-5	3	-0.9	14
39: CCOc1ccc(N2CC(C(=O)OCC(=O)NCc3ccccc3)CC2=O)cc1 (stereo unspecified)
→ -4.7	-19	-3	-3.0	-1.1	-7	2	-0.6	13
40: Cc1cccc(OCc2n[nH]c(=S)o2)c1C
→ -1.4	-7	-6	0.5	1.2	-6	-1	2.6	-25
41: CCc1ccccc1NC(=O)C1CCCN1S(=O)(=O)c1ccc2c(c1)n(C)c(=O)c(=O)n2C (stereo unspecified)
→ -1.2	-25	-7	-1.9	0.0	-1	0	0.4	49
42: COc1ccccc1C(=O)COC(=O)COc1cccc2c1OC(C)(C)C2
→ -1.0	-33	-8	-0.4	-0.3	-3	-7	-0.8	15
43: Cc1csc2nc(CCNS(=O)(=O)c3ccc4c(c3)OCCO4)cn12
→ -3.8	-2	-15	0.5	0.8	/	-7	0.8	24
44: O=C(NCCn1ccc2ccccc21)c1ccc2c(c1)OCO2
→ -1.3	-15	-2	1.2	0.2	/	6	-0.9	-14
45: Cn1c(-c2ccc(F)cc2)cnc1NCc1cccc([N+](=O)[O-])c1
→ -1.3	12	-3	-4.1	-0.1	-9	-14	-0.8	-13
46: Cn1c(=O)cc(OCC(=O)N2CCN(c3cccc(C(F)(F)F)c3)CC2)c2ccccc21
→ -3.3	-17	-10	-2.9	0.6	-2	17	0.8	-8
47: Cc1nn(-c2ccccc2)c(N)c1C1(O)C(=O)N(C)c2ccccc21 (stereo unspecified)
→ -3.0	-3	-2	-5.6	1.8	3	-3	0.7	2
48: CN=C(Nc1ccccc1)SC1CC(=O)N(c2cccc(OC)c2)C1=O (stereo unspecified)
→ -2.6	-19	4	-2.7	3.8	-3	-9	2.4	17
49: COc1ccc(C(=O)C2CCCN(C(=O)c3cc4nc(C)cc(C)n4n3)C2)cc1F (stereo unspecified)
→ -2.5	-24	-3	-5.2	1.3	-5	-1	0.0	10
50: CCOC(=O)C1=C(C)NC(C)=C(C(=O)OCC)C1C(=O)OCC(=O)c1ccc2c(c1)OCCO2
→ 0.6	-27	1	-0.9	0.1	-1	-9	-2.0	13

(listing goes on)
Under each structure – IMP-1 inhibitor	DNA FID counter	GPR7 antagonist	VIM-2 inhibitor	V1R ag counter	GalR3 antag	HCV NS3 hel inh	OXTR ag	PHOSPHO1 block
51: CCCCN1C(=O)c2ccc(C(=O)Nc3c(N)n(CCCC)c(=O)n(C)c3=O)cc2C1=O
→ -2.1	-7	0	1.2	0.3	3	-3	-1.1	-2
52: COc1ccc(NC(=S)NCc2ccco2)c(OC)c1
→ 0.5	-2	14	0.4	-0.1	-2	20	0.0	17
53: O=C(CCc1nc(-c2ccccc2F)no1)NC1CCCCCC1
→ -3.1	-17	-4	-3.0	3.5	-5	3	0.5	1
54: CC(C)Cn1c(SCC(=O)Nc2ncccn2)nc2ccccc21
→ -2.3	-20	0	-1.7	-0.6	-6	2	-0.7	-56
